Screens from PubChem.
OX1R antag-1 – antagonists of human orexin 1 receptor (OX1R). O43613. OX1R-expressing cells, FRET antagonist read-out. inhibition, % at 6.6 µM. hit rate 1.8% among 330,000. AID 485270; in the data active = inhibition mostly above about 38%, no sharp cut-off; inactive = mostly below about 40%;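 also: 0% = agonist challenge alone and 100% = reference antagonist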
Target sequence (O43613 whole entry, looked up): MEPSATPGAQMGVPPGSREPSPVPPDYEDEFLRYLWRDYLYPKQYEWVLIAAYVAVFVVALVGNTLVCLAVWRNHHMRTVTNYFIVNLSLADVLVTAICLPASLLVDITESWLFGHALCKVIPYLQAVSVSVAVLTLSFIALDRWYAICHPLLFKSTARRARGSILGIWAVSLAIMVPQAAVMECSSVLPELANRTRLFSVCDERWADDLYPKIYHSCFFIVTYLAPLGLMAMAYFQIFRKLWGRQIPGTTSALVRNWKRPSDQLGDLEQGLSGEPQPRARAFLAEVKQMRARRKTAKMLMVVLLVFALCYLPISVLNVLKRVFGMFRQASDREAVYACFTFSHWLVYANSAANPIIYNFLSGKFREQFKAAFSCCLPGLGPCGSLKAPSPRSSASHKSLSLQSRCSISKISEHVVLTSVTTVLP
OX1R antag-2 – blocks the human orexin 1 receptor; O43613; CHO/OX1R cells, Fluo-8 calcium fluorescence, orexin A; inhibition, % at 5 µM; hit rate 0.43% among 330,000; AID 434989;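 active = inhibition above its plate's threshold, mean inhibition of all tested compounds on the plate plus 3 SD, cut at about 37% in these data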;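 also: 0% = orexin A challenge wells and 100% = SB-334867-A antagonist wells; not every result past the cut was called active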
Numbers without * were called inactive.

For COc1ccc(-c2nnc(SCc3ncc(-c4ccccc4)o3)o2)cc1 the results were OX1R antag-1 28.5 and OX1R antag-2 -25.4.
CCc1noc(C)c1C(=O)NCCc1ccc(Cl)cc1 was read as OX1R antag-1 7.4 and OX1R antag-2 -11.0.
Screening CCN1CCN(C(=O)c2ccc(Cl)c(S(=O)(=O)N3CCCCC3)c2)CC1 returned OX1R antag-1 23.8 and OX1R antag-2 -13.6.
CCCCOc1ccc(CN(CCO)CCO)cc1[N+](=O)[O-] was read as OX1R antag-1 22.4 and OX1R antag-2 -3.3.
COc1ccc2oc(=O)c(/C(N)=N/NC(=O)c3ccncc3)cc2c1 was read as OX1R antag-1 36.6 and OX1R antag-2 -3.9.
For COc1ccc(CCNC2=NCC(C)S2)cc1 (centres undefined) the results were OX1R antag-1 9.5 and OX1R antag-2 -19.7.
`COc1cc(CN(C)Cc2nc3cc(C(F)(F)F)ccc3c(=O)[nH]2)ccc1OC(F)F` gave OX1R antag-1 5.4 and OX1R antag-2 -25.6.
Screening CCC(C)(C)n1nnnc1C(c1ccc(C)cc1)N1CCN(C(=O)c2ccco2)CC1 (centres undefined) returned OX1R antag-1 2.4 and OX1R antag-2 -12.9.
For CCCCNc1c([N+](=O)[O-])c(=O)n(C)c2ccccc12 the results were OX1R antag-1 8.4 and OX1R antag-2 -13.3.
`O=C(CC1NCCc2ccccc21)Nc1ccccc1` (centres undefined) gave OX1R antag-1 14.4 and OX1R antag-2 -12.3.
`CCn1c(SCC(=O)Nc2nc3ccccc3s2)nc2c(c1=O)SC(C)C2` (centres undefined) gave OX1R antag-1 38.9 and OX1R antag-2 19.8.
For CCCNCc1cc(OC)c(OCC(=O)Nc2ccccc2)cc1Br the results were OX1R antag-1 16.7 and OX1R antag-2 -20.3.
Screening CCNC(=O)/C(C#N)=C/c1c(N2CC(C)OC(C)C2)nc2ccccn2c1=O (centres undefined) returned OX1R antag-1 36.6 and OX1R antag-2 -8.9.
`COc1ccc(-c2nn(-c3ccccc3)cc2C(=O)NC2CCC(C)CC2)cc1` (centres undefined) gave OX1R antag-1 7.4 and OX1R antag-2 -15.5.
For CCOc1ccc(N2C(=O)CC(NCc3ccc(S(N)(=O)=O)cc3)C2=O)cc1 (centres undefined) the results were OX1R antag-1 6.5 and OX1R antag-2 -5.2.
Screening C/C=C(/C)C(=O)O[C@H]1[C@@H](O)c2c(ccc3ccc(=O)oc23)OC1(C)C returned OX1R antag-1 13.8 and OX1R antag-2 -13.8.
Cc1cc(C(=O)N2CCN(Cc3ccc4c(c3)OCO4)CC2)cs1 was read as OX1R antag-1 14.5 and OX1R antag-2 -2.5.
For COc1cc(/C=N/NC(=S)Nc2cccc(S(=O)(=O)N(C)C)c2)cc(OC)c1O the results were OX1R antag-1 10.2 and OX1R antag-2 -25.4.
For CS(=O)(=O)c1ccc2nc(NC(=O)CCC(=O)c3cccs3)sc2c1 the results were OX1R antag-1 11.4 and OX1R antag-2 2.6.
`N#CC/C(N)=N/Nc1nc2ccccc2nc1Cc1ccccc1` gave OX1R antag-1 2.4 and OX1R antag-2 -10.1.
For CCCN1CCN(C(=O)c2cn(CC(C)C)c(=O)c3cc(OC)c(OC)cc23)CC1 the results were OX1R antag-1 1.8 and OX1R antag-2 -19.1.
`Nc1nc(SCc2ccc(Cl)cc2)[nH]c(=O)c1-c1ccccc1` gave OX1R antag-1 15.6 and OX1R antag-2 -0.5.
`CCCCn1c(SC(C)C(N)=O)nc2cc(C(=O)OC)ccc2c1=O` (centres undefined) gave OX1R antag-1 15.9 and OX1R antag-2 -10.3.
Screening CCOC(=O)c1ccc(NC(=O)CCNc2c(N3CCCC3)c(=O)c2=O)cc1 returned OX1R antag-1 3.0 and OX1R antag-2 -16.9.
For COc1ccc(CN(CC(=O)NC2CCCC2)C(=O)CCC(=O)Nc2nccs2)cc1 the results were OX1R antag-1 15.4 and OX1R antag-2 -3.8.
For CCOc1ccc(N2CC(=O)N/C2=N\c2nc(C)cc(C)n2)cc1 the results were OX1R antag-1 32.5 and OX1R antag-2 -64.0.
For CCOc1ccc(-n2c(C)cc(/C=N/NC(=O)C(N)=O)c2C)cc1 the results were OX1R antag-1 14.1 and OX1R antag-2 -28.7.
Screening COc1ccccc1NC(=O)CSc1nnc(-c2ccco2)n1Cc1ccco1 returned OX1R antag-1 15.1 and OX1R antag-2 -27.5.
`CC(C)(C)c1[nH]nc2c1C(c1ccsc1)C(C#N)=C(N)O2` (centres undefined) gave OX1R antag-1 8.4 and OX1R antag-2 -18.6.
COc1ccc(CCN(Cc2cc3cccc(C)c3n3nnnc23)C(=O)c2ccncc2)cc1OC was read as OX1R antag-1 22.7 and OX1R antag-2 -20.8.

Quoted at random: two entries already listed, in no set order.
Screening C/C=C(/C)C(=O)O[C@H]1[C@@H](O)c2c(ccc3ccc(=O)oc23)OC1(C)C returned OX1R antag-1 13.8 and OX1R antag-2 -13.8.
Screening CCOC(=O)c1ccc(NC(=O)CCNc2c(N3CCCC3)c(=O)c2=O)cc1 returned OX1R antag-1 3.0 and OX1R antag-2 -16.9.

Next part.
For CC(=O)c1c(C)[nH]c(C(=O)COC(=O)c2c(C)noc2C)c1C the results were OX1R antag-1 3.1 and OX1R antag-2 -18.3.
O=C(COc1ccc(S(=O)(=O)NC2CCCCC2)cc1)NCc1ccccn1 was read as OX1R antag-1 2.9 and OX1R antag-2 -6.9.
For CCO[C@H]1OC(C(=O)N2CCN(C)CC2)=C[C@@H](C2CC2)[C@@H]1CCCO the results were OX1R antag-1 27.6 and OX1R antag-2 0.1.
`O=C(NCc1nnc2c(C(F)(F)F)cc(Cl)cn12)C1CCCC1` gave OX1R antag-1 9.1 and OX1R antag-2 -4.2.
Screening CN(CC1CCCO1)S(=O)(=O)c1ccc(C(=O)N2CCN(c3ccccc3)CC2)cc1 (centres undefined) returned OX1R antag-1 17.4 and OX1R antag-2 -11.7.
For N#Cc1c(C(F)(F)F)cc(-c2ccccc2Cl)[nH]c1=O the results were OX1R antag-1 48.0 and OX1R antag-2 -21.2.
COc1cc(C(=O)NNC(=S)Nc2ccc(S(N)(=O)=O)cc2)cc(OC)c1OC was read as OX1R antag-1 43.1 and OX1R antag-2 10.1.
For CCOC(=O)/C=c1\s/c(=C\c2ccc(C)cc2)c(=O)n1CC(=O)NCc1ccco1 the results were OX1R antag-1 12.5 and OX1R antag-2 -13.1.
CCNc1ccccc(C(=O)/C=C/c2ccc3c(c2)OCO3)c1=O was read as OX1R antag-1 23.8 and OX1R antag-2 -17.0.
For CC(=O)Nc1ccc(S(=O)(=O)NCC2CCC(C(=O)NCCCOC(C)C)CC2)cc1 (centres undefined) the results were OX1R antag-1 13.2 and OX1R antag-2 10.6.
`CCOc1cc2[nH]c(=S)n(CCCN3CCOCC3)c(=O)c2cc1OCC` gave OX1R antag-1 10.1 and OX1R antag-2 -12.8.
c1ccc(-c2ccc3c(n2)CCCO3)cc1 was read as OX1R antag-1 18.6 and OX1R antag-2 -9.0.
`Cc1cccc(C)c1OCCNC(=O)c1ccc2ccccc2n1` gave OX1R antag-1 27.0 and OX1R antag-2 -19.9.
Screening Cc1c(C(=O)N2CCC(C(N)=O)CC2)oc2ccc(Br)cc12 returned OX1R antag-1 14.8 and OX1R antag-2 -1.4.
`CCOC(=O)N1CCN(CCC(=O)Nc2ccc(C)c(Br)c2)CC1` gave OX1R antag-1 6.3 and OX1R antag-2 -23.3.
Screening CCCc1cc(=O)[nH]c(SCC(=O)N2CCN(S(=O)(=O)c3ccc(Cl)cc3)CC2)n1 returned OX1R antag-1 12.5 and OX1R antag-2 -10.8.
`CC(=O)NC(CC(=O)OCC(=O)N1c2ccccc2NC(=O)C1(C)C)c1ccccc1` (centres undefined) gave OX1R antag-1 0.4 and OX1R antag-2 -3.5.
For Clc1ccc2nc(-c3ccccc3)c(CN3CCOCC3)n2c1 the results were OX1R antag-1 23.3 and OX1R antag-2 -45.1.
`COC(=O)C1=CN(Cc2ccc(OC)c(OC)c2)C=C(C(=O)OC)C1c1cccc(OC)c1OC` gave OX1R antag-1 5.1 and OX1R antag-2 -25.4.
Screening Cc1onc(-c2ccccc2)c1C(=O)NNC(=O)c1ccccc1Br returned OX1R antag-1 10.6 and OX1R antag-2 -24.6.
`CCN1CCN(C(=O)CCCCCn2c(=O)[nH]c3cc(C(=O)OC)ccc3c2=O)CC1` gave OX1R antag-1 8.3 and OX1R antag-2 -16.1.
Cc1ccc(-c2nc3sc(C#N)c(N)n3c(=O)c2C#N)cc1 was read as OX1R antag-1 20.3 and OX1R antag-2 4.4.
CC(C)NC(=O)CN(CCc1ccccc1)S(C)(=O)=O was read as OX1R antag-1 -0.1 and OX1R antag-2 -6.7.
OC(COC(c1ccccc1)c1ccccc1)CN1CCN(c2ccccn2)CC1 (centres undefined) was read as OX1R antag-1 18.5 and OX1R antag-2 -38.1.
For CC(C)CC(=O)Nc1cccc(C(=O)Nc2ccccc2C(=O)O)c1 the results were OX1R antag-1 -1.1 and OX1R antag-2 -6.0.
`O=C(NCc1nnc(SC/C=C/c2ccccc2)o1)c1ccco1` gave OX1R antag-1 24.0 and OX1R antag-2 -28.6.
Screening COc1ccc(S(=O)(=O)N2CCN(C(=O)COc3ccc(C)c(C)c3)CC2)cc1OC returned OX1R antag-1 5.4 and OX1R antag-2 -22.1.
C/C(=N\NC(=O)COc1ccc(C)cc1[N+](=O)[O-])c1cccs1 was read as OX1R antag-1 7.2 and OX1R antag-2 -12.5.
Nc1ccccc1C(=O)NCc1ccc(F)cc1 was read as OX1R antag-1 19.8 and OX1R antag-2 -4.8.
`CCOC(=O)C(=CNc1ccc2c(c1)CCN2C(C)=O)C(=O)OCC` gave OX1R antag-1 -5.8 and OX1R antag-2 -10.0.
Screening N/C(=N\OC(=O)/C=C/c1ccccc1Cl)c1ccncc1 returned OX1R antag-1 19.4 and OX1R antag-2 -3.8.
Screening Nc1nnc(CC(c2ccccc2)c2ccccc2)s1 returned OX1R antag-1 13.6 and OX1R antag-2 -21.6.
Screening CNC(=O)[C@@]1(C)C=C[C@@H](Cc2ccccc2)N1C(=O)OC returned OX1R antag-1 16.4 and OX1R antag-2 2.6.
`COC(=O)c1cc(NC(=O)c2cccs2)ccc1N1CCOCC1` gave OX1R antag-1 2.4 and OX1R antag-2 -10.9.
Screening Cc1cc(C)n(-c2ccc(Cl)c(C(=O)Nc3ccc(OC(F)(F)F)cc3)n2)n1 returned OX1R antag-1 19.8 and OX1R antag-2 -1.3.
COc1ccc(Cl)cc1NC(=O)c1cnc2n(c1=O)CCS2 was read as OX1R antag-1 -1.3 and OX1R antag-2 -11.6.
For Cc1cccc(C)c1N(CC(=O)NCc1ccccc1)C(=O)c1csnn1 the results were OX1R antag-1 2.2 and OX1R antag-2 -21.9.
Screening CCCn1ccnc1SCC(=O)Nc1c(C)n(C)n(-c2ccccc2)c1=O returned OX1R antag-1 3.0 and OX1R antag-2 0.6.
O=C(O)c1ccccc1S(=O)(=O)CC(=O)N1CCCCC1 was read as OX1R antag-1 19.3 and OX1R antag-2 -5.9.
`COc1ccc(CCC(=O)OCc2csc(CC(=O)Nc3ccccc3C)n2)cc1` gave OX1R antag-1 7.7 and OX1R antag-2 -16.4.
Screening Cc1noc(NS(=O)(=O)c2ccc(N)cc2)c1C returned OX1R antag-1 16.8 and OX1R antag-2 -6.1.
Screening COC(=O)c1ccc(C(=O)Nc2cc(Cl)ccc2Cl)cc1NC(=O)c1ccc(N(C)C)cc1 returned OX1R antag-1 13.9 and OX1R antag-2 -21.4.
`Nn1c(C2CCC2)nc2ccccc2c1=O` gave OX1R antag-1 21.8 and OX1R antag-2 6.9.
Screening COC(=O)c1ccc(CNC(=O)CNc2cc(C(F)(F)F)ccc2N2CCOCC2)cc1 returned OX1R antag-1 17.9 and OX1R antag-2 -7.4.
Screening COc1cccc(C(=O)OCC(=O)c2c[nH]c3ccccc23)c1O returned OX1R antag-1 48.9 and OX1R antag-2 -1.9.

Arranged by heavy-atom count (smallest number first): part of the list above.
`O=C(CC1NCCc2ccccc21)Nc1ccccc1` (centres undefined) gave OX1R antag-1 14.4 and OX1R antag-2 -12.3.
For Clc1ccc2nc(-c3ccccc3)c(CN3CCOCC3)n2c1 the results were OX1R antag-1 23.3 and OX1R antag-2 -45.1.
For CCOc1ccc(-n2c(C)cc(/C=N/NC(=O)C(N)=O)c2C)cc1 the results were OX1R antag-1 14.1 and OX1R antag-2 -28.7.
For CCO[C@H]1OC(C(=O)N2CCN(C)CC2)=C[C@@H](C2CC2)[C@@H]1CCCO the results were OX1R antag-1 27.6 and OX1R antag-2 0.1.
For CCOc1ccc(N2C(=O)CC(NCc3ccc(S(N)(=O)=O)cc3)C2=O)cc1 (centres undefined) the results were OX1R antag-1 6.5 and OX1R antag-2 -5.2.
`COc1ccc(-c2nn(-c3ccccc3)cc2C(=O)NC2CCC(C)CC2)cc1` (centres undefined) gave OX1R antag-1 7.4 and OX1R antag-2 -15.5.

Other records:
`CCOC(=O)C1(CCOc2ccccc2)CCN(Cc2cccc3c2OCO3)CC1` gave OX1R antag-1 18.9 and OX1R antag-2 -31.8.
Screening CCN1CCN(c2ncnc3sc(C(=O)Nc4ccccc4F)c(C)c23)CC1 returned OX1R antag-1 36.2 and OX1R antag-2 -11.7.
For Cc1cccc(-c2noc(CSc3ccccc3)n2)c1 the results were OX1R antag-1 21.3 and OX1R antag-2 -24.1.
`CN1/C(=C\C=Nc2cc(S(=O)(=O)N3CCOCC3)ccc2N2CCOCC2)C(C)(C)c2ccccc21` gave OX1R antag-1 3.8 and OX1R antag-2 14.5.
For O=C(/C=C/c1cccc(Oc2ccccc2)c1)N1CCOCC1 the results were OX1R antag-1 29.7 and OX1R antag-2 -7.7.
For COC(=O)C(C)Sc1ccc2nnc(-c3ccccc3)n2n1 (centres undefined) the results were OX1R antag-1 1.9 and OX1R antag-2 -14.6.
`CC(=O)OC1C(OC(C)=O)N(C(C)=O)C(=O)N1C(C)=O` (centres undefined) gave OX1R antag-1 2.9 and OX1R antag-2 -2.3.
`CCCCS(=O)(=O)Nc1ccc2cn[nH]c2c1` gave OX1R antag-1 1.8 and OX1R antag-2 -3.9.
O=C(Cn1ccc2cc(S(=O)(=O)N3CCCC3)ccc21)NCc1ccco1 was read as OX1R antag-1 11.3 and OX1R antag-2 -19.3.
Screening O=C(O)CCCNC(=O)c1cncc(Br)c1 returned OX1R antag-1 10.4 and OX1R antag-2 -3.1.
